# Screening data as filed in PubChem.
# CIT2 TOR yeast: alters CIT2-GFP fluorescence in TOR pathway yeast screen. 320,000 tested, 0.065% active. S. cerevisiae CIT2-GFP strain, flow cytometry, 3 h; 100 means same as DMSO wells. GFP response vs DMSO, % at 10 µM. AID 2029;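 active = GFP response relative to DMSO above a set limit, near the screen mean plus 3 SD, cut at about 150% in these data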;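 also: ratio of well median GFP fluorescence to mean of DMSO wells on the plate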
# VLA-4 inh: inhibition in a human VLA-4 binding assay. AID 2557. 330,000 tested, 0.2% active. P13612. VLA-4 expressing cells, ligand binding flow cytometry. inhibition, % (about 7 µM as worked out from the volumes in the protocol); in the data active = inhibition above about 50%
# Target sequence (P13612 whole entry, looked up): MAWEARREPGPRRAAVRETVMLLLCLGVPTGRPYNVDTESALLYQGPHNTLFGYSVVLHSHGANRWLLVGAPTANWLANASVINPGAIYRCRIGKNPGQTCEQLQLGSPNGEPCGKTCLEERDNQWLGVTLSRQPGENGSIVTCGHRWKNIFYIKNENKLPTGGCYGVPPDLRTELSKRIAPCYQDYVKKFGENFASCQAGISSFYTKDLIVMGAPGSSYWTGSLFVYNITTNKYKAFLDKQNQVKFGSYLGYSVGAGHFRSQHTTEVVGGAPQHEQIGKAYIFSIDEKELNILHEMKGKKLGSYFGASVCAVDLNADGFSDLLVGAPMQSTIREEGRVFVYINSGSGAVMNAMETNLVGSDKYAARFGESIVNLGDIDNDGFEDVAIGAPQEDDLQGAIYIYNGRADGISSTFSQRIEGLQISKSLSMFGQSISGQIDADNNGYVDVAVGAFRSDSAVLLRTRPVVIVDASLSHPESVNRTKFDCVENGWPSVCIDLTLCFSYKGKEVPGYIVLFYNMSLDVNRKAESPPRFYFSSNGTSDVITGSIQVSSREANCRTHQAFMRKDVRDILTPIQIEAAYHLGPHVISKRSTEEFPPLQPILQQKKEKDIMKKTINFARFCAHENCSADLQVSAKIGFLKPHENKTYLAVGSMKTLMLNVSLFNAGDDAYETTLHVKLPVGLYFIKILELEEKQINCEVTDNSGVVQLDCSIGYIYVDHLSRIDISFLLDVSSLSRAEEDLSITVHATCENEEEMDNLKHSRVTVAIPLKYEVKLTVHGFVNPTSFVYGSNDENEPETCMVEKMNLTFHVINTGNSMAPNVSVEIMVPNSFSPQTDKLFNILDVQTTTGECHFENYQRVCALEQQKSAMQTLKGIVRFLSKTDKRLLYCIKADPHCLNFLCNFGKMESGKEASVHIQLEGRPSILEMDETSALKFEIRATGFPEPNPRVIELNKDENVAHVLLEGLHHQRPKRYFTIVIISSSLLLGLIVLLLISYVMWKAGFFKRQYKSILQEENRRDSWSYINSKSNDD
# GRK2 inh: inhibitors of human GRK2 displacing RNA aptamer. inhibition of aptamer binding, % at 10 µM. 330,000 tested, 0.59% active. bead flow cytometry, FAM-aptamer displacement from GRK2. P25098. AID 488847;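 active = inhibition of aptamer binding above 40%, roughly 3 SD of noise, on plates passing a quality check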;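 also: median bead fluorescence of bound FAM aptamer so fluorescent compounds give negative values; no value below 0 was filed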
# LAP4 TOR yeast: yeast TOR pathway LAP4-GFP modulation; S. cerevisiae LAP4-GFP multiplex, flow cytometry GFP, 3 h; median GFP as percent of DMSO wells; GFP response vs DMSO, % at 10 µM; 320,000 tested, 0.34% active;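 active = GFP response vs DMSO above a set limit, about the screen mean plus 3 SD, cut at about 150% in these data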
# Yeast superoxide: caloric restriction mimetics inhibiting age-related superoxide in yeast. S. cerevisiae aged cells, superoxide DHE fluorescence; active compounds read low. superoxide response (% of plate mean), % at 10 µM. 330,000 tested, 0.18% active. AID 2690;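 active = superoxide response under a set limit, about three screen SD below normal, cut at about 65% in these data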;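 also: yeast aged for seven days with compound at 30 °C before DHE staining; 100% = average MFI of all compound-treated wells on the plate with controls excluded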
# RPL19A-GFP yeast: alters RPL19A-GFP fluorescence in TOR pathway yeast screen; AID 2025; S. cerevisiae RPL19A-GFP strain, flow cytometry, 3 h; active compounds read low; percent response vs DMSO, % at 10 µM; 330,000 tested, 0.3% active;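 active = percent response vs DMSO below 50%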;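 also: median channel GFP fluorescence of the barcoded RPL19A-GFP strain; ratio of sample median GFP to plate DMSO average so 100% = DMSO; lower means less RPL19A-GFP as with rapamycin TOR inhibition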
# AGP1 TOR yeast: yeast TOR pathway AGP1-GFP modulation; AID 2066; GFP response vs DMSO, % at 10 µM; S. cerevisiae AGP1-GFP multiplex flow cytometry, 3 h; GFP as percent of DMSO wells; 320,000 tested, 0.02% active;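 active = GFP response relative to DMSO above a set limit, near screen average plus 3 SD, cut at about 150% in these data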;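 also: median GFP channel fluorescence of the gated AGP1 strain per well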
# MEP2 TOR yeast: modulators of TOR pathway MEP2-GFP in S. cerevisiae; S. cerevisiae MEP2-GFP strain, flow cytometry GFP, 3 h; 100% = DMSO control level; GFP response vs DMSO, % at 10 µM; 330,000 tested, 0.51% active; AID 2016;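 active = GFP response versus DMSO above a set limit, roughly screen mean plus 3 SD, cut at about 180% in these data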;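 also: median GFP fluorescence of the barcode-gated MEP2-GFP cells per well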
# * marks the source's active call; other numbers are inactive results. Not a hit list. About 1.7% of those tested had a hit in this group.
SMILES,CIT2 TOR yeast,VLA-4 inh,GRK2 inh,LAP4 TOR yeast,Yeast superoxide,RPL19A-GFP yeast,AGP1 TOR yeast,MEP2 TOR yeast
O=C(CCc1nnc2n(CCc3ccccc3)c(=O)c3ccccc3n12)NCCCN1CCCCC1,99,9,0,92,76,101,99,92
Cc1nn(C(C)C(=O)O)c(=O)c2c1sc1ccccc12 (stereo unspecified),97,-13,0,101,125,98,104,102
CSc1nc2sc3c(c2c(=O)[nH]1)CCCC3,94,17,1,104,105,99,96,103
COc1ccc(C(=O)NNC(=O)CSc2nnc(C)n2C)cc1,99,-3,0,88,106,109,96,106
O=C(c1ccc2c(=O)n3c(nc2c1)CCCCC3)N1CCN(c2cccc(Cl)c2)CC1,103,0,2,102,102,102,102,101
CC(=O)C1=C(C)N(Cc2ccccc2)C(=O)N[C@H]1c1cccc(F)c1,107,8,3,129,97,107,92,95
CCC(=O)c1ccc(OCC(O)CNCc2ccc(F)cc2)cc1 (stereo unspecified),97,12,2,125,110,98,110,111
CC(=O)Nc1ccc(NC(=O)c2ccc(Cn3cc(Cl)cn3)cc2)cc1,106,1,3,99,81,103,108,104
CC(C)(C)NCc1cc(Br)ccc1OCc1cccs1,91,12,0,88,108,100,93,100
Cc1cc2cc(CN(CCCN3CCOCC3)C(=O)NC3CCCCC3)c(=O)[nH]c2cc1C,90,3,0,98,108,94,93,95
O=C(Cc1ccccc1)Nc1ccc(Cl)cn1,107,-83,0,102,96,105,106,109
CC1CCCC(C)N1C(=O)CSc1nnc(COc2ccc(F)cc2)o1 (stereo unspecified),103,-9,0,98,87,103,100,111
CCN(C(=S)Nc1ccccc1F)C1CCCCC1,95,2,1,99,84,92,90,94
CC1(C)Cc2c(cnn2-c2ccc(F)cc2)C(NC(=O)CCC(F)(F)F)C1 (stereo unspecified),109,-3,0,86,94,104,103,95
O=C(CCN1C(=O)COc2ccccc21)NCCN1CCN(c2ccccc2F)CC1,98,7,0,98,88,100,107,105
CC(C)N(C(=O)COC(=O)c1ccccc1C(=O)c1ccc(Cl)c([N+](=O)[O-])c1)C(C)C,99,19,2,115,92,97,101,95
O=C(CSc1nnc2c(n1)[nH]c1ccccc12)N1CCCCC1,77,1,0,94,105,97,88,108
COc1ccccc1CNC(=O)COC(=O)c1cccnc1SCC(=O)NCc1ccccc1OC,88,-10,0,98,110,102,101,95
Cc1cc(C(=O)Nc2ccc(Cl)cc2)c2ccccc2n1,99,16,8,90,101,98,97,105
CCNc1c(NS(=O)(=O)c2ccc(OC)c(Cl)c2)c(=O)oc2ccccc12,110,-4,69*,100,92,102,110,101
Cc1ccc(NC(=O)c2c(F)cccc2Cl)cc1S(=O)(=O)N1CCOCC1,95,16,1,98,118,96,95,96
COc1ccccc1N1CCN(S(=O)(=O)c2ccc3nc(-c4ccccc4)[nH]c3c2)CC1,100,-2,7,101,86,98,98,105
O=C(CCN1C(=O)COc2ccccc21)NCCN1CCN(c2cccc(Cl)c2)CC1,99,0,0,98,71,101,101,98
O=C(C1CC1)N1CCN(C(c2ccccc2)c2ccccc2)CC1,101,31,0,102,104,101,102,104
Cc1oc2ccc(OCc3ccc(Br)cc3)cc2c1C(=O)O,92,28,7,92,110,101,84,97
CC1CCCCN1C(=O)Cn1cnc2cc([N+](=O)[O-])ccc2c1=O (stereo unspecified),96,-7,0,94,108,99,103,95
O=C(COc1ccc(Cl)cc1Cl)N1CCCCCC1,80,0,1,93,84,98,101,99
COc1ccc(Br)cc1S(=O)(=O)N1CCN=C1c1ccccc1,93,3,0,88,81,107,94,104

# Single values from the entries so far.
# Yeast superoxide with `CC(C)(C)NCc1cc(Br)ccc1OCc1cccs1` : 108
# VLA-4 inh with `CC1CCCC(C)N1C(=O)CSc1nnc(COc2ccc(F)cc2)o1` (stereo unspecified) : -9

# 4 compounds from above, showing only GRK2 inh.
compound	GRK2 inh
CCNc1c(NS(=O)(=O)c2ccc(OC)c(Cl)c2)c(=O)oc2ccccc12	69*
Cc1ccc(NC(=O)c2c(F)cccc2Cl)cc1S(=O)(=O)N1CCOCC1	1
COc1ccccc1N1CCN(S(=O)(=O)c2ccc3nc(-c4ccccc4)[nH]c3c2)CC1	7
O=C(CCN1C(=O)COc2ccccc21)NCCN1CCN(c2cccc(Cl)c2)CC1	0

# 6 successive records from above, quoted:
SMILES,CIT2 TOR yeast,VLA-4 inh,GRK2 inh,LAP4 TOR yeast,Yeast superoxide,RPL19A-GFP yeast,AGP1 TOR yeast,MEP2 TOR yeast
O=C(CCc1nnc2n(CCc3ccccc3)c(=O)c3ccccc3n12)NCCCN1CCCCC1,99,9,0,92,76,101,99,92
Cc1nn(C(C)C(=O)O)c(=O)c2c1sc1ccccc12 (stereo unspecified),97,-13,0,101,125,98,104,102
CSc1nc2sc3c(c2c(=O)[nH]1)CCCC3,94,17,1,104,105,99,96,103
COc1ccc(C(=O)NNC(=O)CSc2nnc(C)n2C)cc1,99,-3,0,88,106,109,96,106
O=C(c1ccc2c(=O)n3c(nc2c1)CCCCC3)N1CCN(c2cccc(Cl)c2)CC1,103,0,2,102,102,102,102,101
CC(=O)C1=C(C)N(Cc2ccccc2)C(=O)N[C@H]1c1cccc(F)c1,107,8,3,129,97,107,92,95

# Records listed above marked active in GRK2 inh.
molecule,CIT2 TOR yeast,VLA-4 inh,GRK2 inh,LAP4 TOR yeast,RPL19A-GFP yeast,AGP1 TOR yeast,MEP2 TOR yeast
CCNc1c(NS(=O)(=O)c2ccc(OC)c(Cl)c2)c(=O)oc2ccccc12,110,-4,69*,100,102,110,101
